Compound activity (PubChem BioAssay)
Rad51 HR inh – blocks human Rad51 in homologous recombination. inhibition, % at 10 µM. hRad51 DNA strand exchange, fluorescence dequenching. Q06609. 200,000 compounds, 0.085% hits;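 active = inhibition above 40% at the single screening dose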;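 note: 0% = DMSO control wells and 100% = blanks with heterologous ssDNA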
Target sequence (Q06609 whole entry, looked up): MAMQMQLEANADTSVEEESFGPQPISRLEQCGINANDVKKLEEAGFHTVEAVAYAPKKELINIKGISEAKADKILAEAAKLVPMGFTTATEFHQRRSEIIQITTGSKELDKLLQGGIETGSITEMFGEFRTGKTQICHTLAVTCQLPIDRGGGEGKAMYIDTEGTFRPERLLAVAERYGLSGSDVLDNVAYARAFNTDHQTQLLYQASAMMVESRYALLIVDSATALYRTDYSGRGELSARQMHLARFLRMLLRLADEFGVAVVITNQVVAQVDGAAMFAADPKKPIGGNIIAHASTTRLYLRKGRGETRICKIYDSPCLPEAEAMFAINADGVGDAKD
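Test system: preformed human Rad51 ssDNA filaments; also added: Donor/quencher-labelled 47-bp dsDNA substrate; doses: 10 µM final, single point; times: 37 °C 15-min filament assembly, 30-min compound preincubation, 15-min exchange; detection: FRET fluorescence dequenching, excitation 485 nm, emission 520 nm; read-out basis: Fluorescence-based percent inhibition, control- and blank-normalised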
Thrombin inh – blocks human thrombin protease activity; inhibition, % at 5 µM; P00734; AID 1046; 220,000 compounds, 0.26% hits; alpha-thrombin, Boc-VPR-AMC fluorogenic substrate cleavage;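 active = inhibition at or above 40%; inactive = inhibition below 40%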;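 note: 0% = enzyme with no compound and 100% = wells without enzyme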
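Test system: human alpha-thrombin protein / Dosing: one concentration per compound, 5 µM, with 0.2% DMSO / Medium: pH 7.5 Tris-saline with Tween 20 / Benchmarks: no-compound enzyme wells and no-enzyme blanks / Read-out basis: percent inhibition of thrombin substrate cleavage / Timing: reaction at room temperature / Measured by: fluorescence, ex 355 nm, em 460 nm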
NCF1 inh – blocks human p47phox regulatory protein of NADPH oxidases. 220,000 compounds, 0.53% hits. inhibition, % at 24.7 µM. P14598. p47phox/p22phox peptide binding, fluorescence polarization, 2 h;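 note: 0% = p47phox with labelled peptide and 100% = labelled peptide alone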
Target sequence (P14598 whole entry, looked up): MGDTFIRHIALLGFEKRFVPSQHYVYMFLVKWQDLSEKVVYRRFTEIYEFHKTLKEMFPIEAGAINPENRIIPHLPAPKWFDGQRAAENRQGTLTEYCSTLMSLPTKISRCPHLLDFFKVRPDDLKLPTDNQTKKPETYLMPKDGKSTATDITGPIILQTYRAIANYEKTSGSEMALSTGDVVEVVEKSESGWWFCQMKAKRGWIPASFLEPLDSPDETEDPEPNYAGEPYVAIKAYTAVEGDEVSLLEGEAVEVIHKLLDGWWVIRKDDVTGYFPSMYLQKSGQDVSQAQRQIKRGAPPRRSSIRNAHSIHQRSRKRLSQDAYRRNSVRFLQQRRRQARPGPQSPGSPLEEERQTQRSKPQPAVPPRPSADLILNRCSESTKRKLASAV
14-3-3 Bad PPI – disrupts binding of bovine 14-3-3 zeta to phospho-Bad peptide. P63103. TR-FRET 14-3-3zeta/Dy647-pBad peptide displacement, 1 h. inhibition, % at 21.7 µM. 220,000 compounds, 0.71% hits. AID 781;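 active = inhibition above about 70%, limit read from the data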;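 note: 0% = full 14-3-3 plus peptide FRET controls and 100% = background without 14-3-3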
Target sequence (P63103 whole entry, looked up): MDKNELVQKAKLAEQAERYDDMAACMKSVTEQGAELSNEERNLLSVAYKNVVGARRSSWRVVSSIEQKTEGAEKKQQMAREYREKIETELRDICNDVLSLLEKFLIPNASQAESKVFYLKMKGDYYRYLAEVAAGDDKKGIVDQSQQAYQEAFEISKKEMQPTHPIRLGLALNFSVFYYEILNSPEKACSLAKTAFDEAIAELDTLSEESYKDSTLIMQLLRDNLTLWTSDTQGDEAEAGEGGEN
Furin inh – blocks human furin protease activity. P09958. purified furin, fluorogenic substrate cleavage. inhibition, % at 30 µM. 220,000 compounds, 0.061% hits. AID 463115; in the data active = inhibition above about 25%; note: inactives centre near -15
EBV gp42 inh – EBV gp42 inhibition | Q1HVG2 | Fluorescence polarization binding assay, mP read-out | inhibition, % (tested at 21.74 µM) | 220,000 compounds, 0.42% hits; in the data active = inhibition above about 50%
hK5 inh – kallikrein 5 (human) inhibition; Q9Y337; recombinant hK5, fluorogenic AMC substrate cleavage; inhibition, % at 5 µM; 210,000 compounds, 0.59% hits;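 active = inhibition of 40% or more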;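 note: 0% = enzyme controls without compound and 100% = no-enzyme blanks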
Cl transport mod – modulators of human KCC2 chloride dependent transport; Q9H2X9; KCC2 cells, thallium flux FluoZin-2 fluorescence; B-score of Tl+ flux slope (higher = more flux/activation; lower = inhibition) at 10 µM; 190,000 compounds, 2.2% hits;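 active = thallium flux slope and its plate-corrected score both differing from the plate sample mean at a set confidence after two filtering rounds, in either direction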;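 note: slope of fluorescence scaled to starting intensity during 10 to 20 s after thallium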
eIF4E 4G PPI – inhibitors of eIF4E and eIF4G interaction in translation initiation; P63073+Q04637; TR-FRET eIF4E-eIF4GI(517-606) binding, 2 h; inhibition, % at 21.7 µM; 220,000 compounds, 0.37% hits;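 note: 0% = full FRET control wells and 100% = background wells lacking eIF4GI fragment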
* hit, by the source's call; i = inactive; nt = no result given; [ ] = remark or other dose.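 Rule for the calls, unless noted: active = inhibition above about 30% (limit read from the data); inactive = the rest.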

SMILES	Rad51 HR inh	Thrombin inh	NCF1 inh	14-3-3 Bad PPI	Furin inh	EBV gp42 inh	hK5 inh	Cl transport mod	eIF4E 4G PPI
CCn1c(SCC(=O)c2ccc(Cl)cc2)nnc1-c1ccoc1C	5	-19	-18	12	-18[20 µM]	-15	-22	-2.4	10
Cn1ncc([N+](=O)[O-])c1C(=O)Nc1ccn(Cc2ccccc2F)n1	-2	-11	-4	-8	-12[20 µM]	11	-8	-1.8	-4
Cc1cc(C)c2c(=O)[nH]c(SCC(=O)N(C)C)nc2n1	nt	-3	-8	i	-17[20 µM]	-11	-13	0.76	2
CCCCNC(=O)NCC(=O)Nc1ccc(F)c(F)c1	-4	5	-8	-11	-24	-27	-16	nt	-19[fluorescence artefact?]
CCn1c(=O)c(=O)[nH]c2cc(C(=O)NC3CC3)ccc21	nt	-4	-8	-6	-12	2	-4	0.53	1[fluorescence artefact?]
O=C(CCN1CCN(C(c2ccccc2)c2ccccc2)CC1)N/N=C/c1ccc(O)cc1	-4	5	-9	6	-19	9	-7	0.78	-1
Nc1ccc(Oc2ccc3c(c2)OCO3)cc1	nt	-2	-16	-10	-12	-3	-8	-0.6	4
Cc1ccccc1NC(=O)CN1CCC(n2nnc3ccccc32)CC1	3	-1	-12	13	5[20 µM]	-30	-1	-1.2	3
CCCSC1=C(C#N)C(c2cccs2)C(C(=O)Nc2ccccc2)=C(C)N1 (centres undefined)	8	-5	-30	-11	-14[20 µM]	-13	-7	-2.2	1[fluorescence artefact?]
CNC(=S)N(Cc1ccc(OC)cc1)C1CC(=O)N(c2ccc(OC)cc2)C1=O (centres undefined)	-3	-1	1	-3[fluorescence artefact?]	-8[20 µM]	-5	-10	1.6	-2
COC(=O)c1cc(C(=O)OC)cc(N2C(=O)CC(NNC(=O)c3ccc(C)cc3)C2=O)c1 (centres undefined)	8	1	130*	3	-9	-14	-2	0.029	2[fluorescence artefact?]
Cc1[nH]c2c(C)cccc2c1CCNC(=O)c1ccc2c(c1[N+](=O)[O-])C(=O)c1ccccc1C2=O	2	2	-6	2	-21[20 µM]	-12	-6	-1.8	1
O=C(c1ccc(Cl)c(S(=O)(=O)N2CCCCCC2)c1)N1CCCC1	0	1	-8	2	-18	-24	2	-0.022	1
O=c1c2cccnc2[nH]c(=S)n1CCC1=CCCCC1	2	-2	-4	2[fluorescence artefact?]	-12	-3	-19	68*	-6
CC(=O)Nc1sc2c(c1C(c1ccccn1)N1CCN(C)CC1)CCCC2 (centres undefined)	-22	-7	-13	-5	19	-11	-3	0.46	-1
C#CCOCCOCCOCCNc1nc(N2CCN(C(=O)Cn3cc(CCCN=C(N)N)nn3)CC2)nc(N2CCN(C(=O)[C@H]([C@@H](C)CC)n3cc(CCC(=O)O)nn3)CC2)n1	-7	1	-9	12[fluorescence artefact?]	-14	-8	-12	0.54	4
CC1=C(C(N)=O)C(c2ccccn2)n2nc(-c3ccccc3Cl)nc2N1 (centres undefined)	-11	36	-6	0	-11	-2	43*	1.5	5
CC1CCN(C(=O)CSc2nnc(CNc3ccc(F)cc3)n2Cc2ccco2)CC1	-6	-4	-18	-4	-17[20 µM]	-7	-25	-0.027	2[fluorescence artefact?]
CNC(=O)CS(=O)(=O)CC(=O)Nc1cc(OCCOC)c(Cl)cc1Cl	-10	1	-5	-12	-24	-9	nt	-1	1
CCn1nnc(NC(=O)c2ccccc2Br)n1	-2	-6	-1	3	-12[20 µM]	-9	-3	-0.85	-6
O=C(Cn1nc(CNc2ccc(Cl)cc2)[n+]2c1CCCCC2)c1ccc(Cl)cc1	nt	-1	-19	6[fluorescence artefact?]	-23	-10	-26	-0.18	9
O=C(CCS(=O)(=O)c1cccs1)Nc1ccc(C(=O)NCc2ccc(F)cc2)cc1	0	-6	-3	-4	-22[20 µM]	-9	-2	nt	-10
CC(C)(C)c1ccc(S(=O)(=O)Nc2ccc3c(c2)COC3=O)cc1	11	-3	-13	-2	-16	-2	-18	-0.27	1
NC(=O)C1=C[C@@H](C2CCCCC2)C[C@@H](OCCCCO)O1	-4	0	nt	-1	-18	-3	1	0.27	0
CCOC(=O)c1[nH]c2ccc(Br)cc2c1NC(=O)CNC	0	2	-9	-7	-22[20 µM]	-20	-20	nt	-12

(list continues)
SMILES	Rad51 HR inh	Thrombin inh	NCF1 inh	14-3-3 Bad PPI	Furin inh	EBV gp42 inh	hK5 inh	Cl transport mod	eIF4E 4G PPI
CN(C)c1oc(-c2ccc(Cl)cc2)nc1S(=O)(=O)c1ccccc1	3	-3	-1	-10	-23	-2	-3	-0.56	2
C=C(C)c1ccc(C(C)(C)NC(=O)N(Cc2ccccc2)Cc2ccco2)cc1	4	-1	-2	7	-23[20 µM]	-9	-16	nt	-4[fluorescence artefact?]
Nn1cnnc1N/N=C/c1cc([N+](=O)[O-])c(Cl)cc1Cl	nt	3	-4	nt	-6[20 µM]	-22	-18	0.33	nt
O=C(NCc1ccncc1)C(=O)NCC(c1ccco1)N1CCN(c2ccccc2)CC1 (centres undefined)	-8	0	-18	-5	-24	-3	-27	0.19	-4
CC(=O)Nc1ccc(NC(C)=C(C#N)C#N)cc1	3	-2	-12	-9	-21	-8	-5	-0.03	-4
CN1C(=O)C(CCC(N)=O)NC1=S (centres undefined)	nt	-2	7	-7	-12	-11	-2	-0.012	2
COCCn1c(C)cc(C(=O)CSc2nnc(-c3cccnc3)n2-c2ccccc2F)c1C	-9	3	-6	9	-26	-6	13	-0.027	1
Clc1ccc(C2C3=C(Nc4ncnn42)c2ccccc2CC3)cc1 (centres undefined)	1	1	-4	-8	-18[20 µM]	-13	0	nt	-5
Cc1cccc(C(C)C)c1-n1nnnc1-c1ccccc1	3	2	-8	9[fluorescence artefact?]	-23	-3	-9	-2.4	6
Cc1noc2ncnc(Oc3ccccc3)c12	5	5	-10	-3	-18[20 µM]	-11	2	0.83	2
C=CCn1c(-c2cc(OC)c(OC)c(OC)c2)n[nH]c1=S	-7	5	-3	-9	-11[20 µM]	-15	-7	-0.83	44*
N#CCCN1CCN(S(=O)(=O)c2ccc(S(=O)(=O)NC3CCCCC3)cc2)CC1	-7	-5	-8	8	-11	3	-2	0.26	-1
O=C(CCSCc1ccccc1)Nc1ccc2c(c1)OCCO2	-7	-1	-6	1	-9	3	-9	-1.8	4
Cn1c(=O)c2c(ncn2CC(=O)OCC(=O)Nc2ccc(Cl)cc2Cl)n(C)c1=O	4	-4	-7	-4	-29	-7	-14	0.2	18
Cc1ccc(NNC(=O)C(O)(c2cccc(C(F)(F)F)c2)c2cccc(C(F)(F)F)c2)cc1	nt	-1	-11	-5[fluorescence artefact?]	-5	-6	-10	-0.81	-1
CC(C)OCCCn1c(-c2ccco2)nc2nc3ccccc3nc21	nt	-6	-21	-11	-177	-12	-281	-2.1	4[fluorescence artefact?]
CC(=O)c1c(N2CCN(c3cccc(Cl)c3)CC2)nc(=S)n(-c2ccccc2)c1C	-1	0	-15	-1	-21[20 µM]	-11	2	-0.59	5
COc1ccc(N2C(=O)CC(Nc3cccc(C(C)=O)c3)C2=O)cc1OC (centres undefined)	8	0	-9	-11	-9[20 µM]	1	3	1	-1
COc1ccc(Cl)cc1NC(=O)C(C)N1CCN(C/C=C/c2ccccc2)CC1 (centres undefined)	4	6	4	76*	-3[20 µM]	-1	18	0.0082	-5
CN1C=CC2=C(C#N)C(N)C(C#N)(C#N)[C@H](c3ccccc3)[C@H]2C1 (some centres undefined)	-38	3	-7	1	-19[20 µM]	9	-14	nt	3
COc1ccc(N2CS(=O)(=O)/C(=C/N(C)C)C2=O)cc1	4	-20	-2	10	-4[20 µM]	-8	-3	0.41	-2
Cc1csc(Nc2ccccc2)n1	24	0	-2	-9	-17	-8	-5	0.04	0
CCOc1cc(Br)c(Br)c(C=Nc2ccc(NC(C)=O)cc2)c1O	-26	3	-193	44[fluorescence artefact?]	-6	131*	-31	-0.63	4
COc1cccc(OC)c1C(=O)NC(=S)N1CCOCC1	4	1	-12	0	-9	-3	5	-1.5	-2
O=C(Nc1sc2c(c1C(=O)O)CCCCC2)c1cccs1	14	0	-7	-10	-21	5	-23	1.4	-9

The list continues.
SMILES	Rad51 HR inh	Thrombin inh	NCF1 inh	14-3-3 Bad PPI	Furin inh	EBV gp42 inh	hK5 inh	Cl transport mod	eIF4E 4G PPI
CC(=O)Nc1ccc(OCC(=O)NCc2ccc(C)cc2)cc1	17	-3	0	-9	-24	-7	7	-0.0061	-2
O=C(NC1CC1)c1cc(OCC(F)(F)F)ccc1OCC(F)(F)F	9	-3	-8	-5	-16	-22	-8	0.53	1
COc1cc(CNCCO)cc(Cl)c1OCc1ccc(Cl)cc1Cl	-33	-2	3	6	4	12	2	0.92	-3
COc1cc(NC(c2ccccc2)c2ccccc2)cc(OC)c1OC	8	-9	-10	-7	-8	6	-9	-1.4	8
COc1cc(/C=C2\N=C(c3c(-c4ccccc4)noc3C)OC2=O)ccc1OC(C)=O	10	-3	-4	-1	-11	-20	1	0.44	4
CCOc1ccccc1NC(=O)Nc1ccc(CC#N)cc1	10	3	-21	-3	-12	-13	-5	-1.1	3
CC1(C)CN(c2ccccc2)N(Cc2ccc(F)cc2)C1=O	2	1	2	4	0[20 µM]	-20	-14	nt	-9
CCC(=O)N/C(=N/c1nc(C)cc(C)n1)Nc1cccc(OC)c1	-1	94*	-9	-7	-12[20 µM]	-4	-10	-1.1	-11
CCC(C)(C)n1nnnc1C(c1ccc(O)c(OC)c1)N1CCc2ccccc2C1 (centres undefined)	nt	6	-2	82*	-12[20 µM]	-62	3	nt	5
CC1=C(C(=O)OCC2CCCO2)C(c2cccc(O)c2)NC(=O)N1 (centres undefined)	9	-1	-5	6[fluorescence artefact?]	-21	-5	-17	0.66	-4
O=C(COc1c(Br)cc(Br)c2cccnc12)N1CCc2ccccc2C1	-3	-5	-4	2	-17[20 µM]	-7	-10	nt	-6
COCCCNC(=O)/C(C#N)=C/c1ccc(F)cc1	2	-8	-7	-3	-17	-15	-1	-0.89	0
CCCCC1=CC2=C(c3ccco3)C(=O)C(C)(OC(=O)c3ccc(OC)cc3)C(=O)C2=CN1CCN1CCOCC1 (centres undefined)	-9	-3	-10	-6	-22	-1	-2	-0.069	-4
O=c1cc(O)c2ccccc2[nH]1	nt	4	0	-4	-8	-16	32	-0.091	2
CCn1c(-c2ccccc2Cl)nn(CC(=O)Nc2ccccc2OC)c1=S	12	-5	-8	-9[fluorescence artefact?]	-16[20 µM]	-9	-6	0.046	1[fluorescence artefact?]
Cc1cc(Oc2ccc(=O)n(C)n2)nc(=S)[nH]1	-4	2	-9	-8	-16	-13	-3	0.72	-3
